PG9 binder = PG9 antibody binding by small molecule; TR-FRET gp120-PG9 antibody binding; AID 624416; inhibition, % at 6.7 µM; 360,000 compounds, 0.43% hits; in the data active = inhibition above about 8.5%
hcDAF12 agonist = activators of H. contortus DAF-12 nuclear receptor; 370,000 compounds, 1.4% hits; HEK293 hcDAF-12 lit1-tk-luc reporter, luminescence; 0% DMSO, 100% Δ7-dafachronic acid; activation, % at 6.8 µM;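 active = activation above the mean of all tested compounds plus 3 SD, cut at about 5.5% in these data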;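 also: 100% = response to 3 µM Δ7-dafachronic acid high control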
ssDAF-12 act = S. stercoralis DAF-12 activation, primary screen; HEK293 ssDAF-12/GRIP1 lit1-tk-luc reporter, luminescence; % of 3 µM dafachronic acid response; activation, % at 6.8 µM; 370,000 compounds, 1% hits; AID 652126;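 active = activation above the mean over all tested compounds plus 3 SD, cut at about 0.9% in these data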;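 also: 0% = DMSO-only wells and 100% = 3 µM delta7-dafachronic acid wells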
DAX1 inh-1 = inhibits human nuclear receptor DAX1. P51843. HEK293 Gal4-DAX1 luciferase reporter, luminescence. inhibition, % at 6.75 µM. 340,000 compounds, 0.99% hits. AID 504766;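 active = inhibition above the mean over all tested compounds plus 3 SD, cut at about 4.2% in these data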;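 also: 0% = DAX1-transfected cells with DMSO and 100% = empty-vector control cells with DMSO; inhibition shows as a rise in luminescence from relieved DAX1 repression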
Target sequence (P51843 207-470 limits assumed): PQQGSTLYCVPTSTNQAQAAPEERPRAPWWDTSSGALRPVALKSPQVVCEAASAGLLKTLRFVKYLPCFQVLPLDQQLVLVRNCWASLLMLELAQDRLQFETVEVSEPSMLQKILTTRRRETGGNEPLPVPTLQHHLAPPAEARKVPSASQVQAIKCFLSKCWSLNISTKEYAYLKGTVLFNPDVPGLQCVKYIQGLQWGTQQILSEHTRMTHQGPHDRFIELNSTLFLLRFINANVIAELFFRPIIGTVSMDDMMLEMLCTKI
ADAM10 inh = inhibits human ADAM10; O14672; recombinant ADAM10, EDANS/DABCYL FRET peptide cleavage, 3 h; inhibition, % at 7 µM; 370,000 compounds, 0.62% hits; AID 720582;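 active = inhibition above a per-campaign cutoff equal to the mean of compounds falling between control-based bounds plus 3 SD, cut at about 20% in these data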;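 also: 0% = DMSO wells while the 100% control is not disclosed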
ADAM17 inh = inhibits human ADAM17; recombinant ADAM17, EDANS/DABCYL FRET peptide cleavage; 370,000 compounds, 0.83% hits; P78536; inhibition, % at 6.95 µM; AID 720648;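 active = inhibition above the mean of compounds lying between control limits plus 3 SD, set per campaign, cut at about 8.5% in these data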;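 also: 0% = DMSO-only wells as the low control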
Target sequence (P78536 215-824 limits assumed): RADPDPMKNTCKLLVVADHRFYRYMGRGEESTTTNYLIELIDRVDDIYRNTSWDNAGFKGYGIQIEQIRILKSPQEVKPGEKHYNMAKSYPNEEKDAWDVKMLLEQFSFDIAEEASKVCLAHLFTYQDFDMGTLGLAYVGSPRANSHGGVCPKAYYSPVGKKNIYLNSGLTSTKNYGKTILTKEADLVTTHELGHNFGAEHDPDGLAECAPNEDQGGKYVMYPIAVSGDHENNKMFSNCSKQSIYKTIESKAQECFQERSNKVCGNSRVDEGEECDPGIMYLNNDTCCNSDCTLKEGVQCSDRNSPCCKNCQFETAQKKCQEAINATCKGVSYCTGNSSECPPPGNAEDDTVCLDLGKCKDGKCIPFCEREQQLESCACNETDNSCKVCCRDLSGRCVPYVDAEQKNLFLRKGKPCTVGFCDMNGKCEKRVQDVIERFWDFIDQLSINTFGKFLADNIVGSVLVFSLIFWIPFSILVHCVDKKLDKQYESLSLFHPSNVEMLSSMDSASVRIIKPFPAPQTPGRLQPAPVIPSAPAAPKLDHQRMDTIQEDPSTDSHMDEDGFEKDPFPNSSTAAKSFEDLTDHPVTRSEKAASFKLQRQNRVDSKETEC
hgDAF12 agonist = hgDAF-12 agonism, primary luciferase screen | activation, % at 6.8 µM | 370,000 compounds, 1.8% hits | HEK293 GAL4-hgDAF12 UAS-luciferase reporter, agonist luminescence; normalized to butyrate control;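 active = activation above a cutoff set at the mean of all screened compounds plus 3 SD, cut at about 10% in these data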;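 also: 0% = DMSO wells and 100% = sodium butyrate wells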
GC-A act = GC-A (human) enzyme activation; HEK293 GC-A cells, cGMP TR-FRET, EC30 ANP; 0% at EC30 ANP, 100% saturating ANP; activation, % at 10 µM; 370,000 compounds, 0.14% hits; AID 1671463; in the data active = activation above about 40%
GAA850 FXN act = activators of GAA850 frataxin (FXN) promoter. 360,000 compounds, 0.56% hits. HEK293 lucGAA850 FXN promoter luciferase reporter, 24 h; percent of 10 µM SAHA response. activation, % at 6 µM;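 active = activation above the average of all compounds screened plus 3 SD, cutoff fixed separately per campaign, cut at about 7.5% in these data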;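 also: 0% = DMSO wells and 100% = 10 µM SAHA wells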
DAX1 inh-2 = DAX1 (NR0B1) inhibition, primary screen; HEK293T StAR-luciferase reporter, SF-1/DAX-1 repression relief; inhibition, % at 6.8 µM; 370,000 compounds, 1.1% hits; AID 652010;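 active = inhibition above the mean over all tested compounds plus 3 SD, cut at about 3.6% in these data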;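 also: 0% = DAX-1 cells with DMSO and 100% = cells lacking DAX-1 with DMSO; higher inhibition means more luminescence from relief of DAX-1 repression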
SMARCA2 act = increases SMARCA2 function in MMTV reporter cells; MG213 cells, MMTV-luciferase reporter, dexamethasone, overnight; activation, % at 9.1 µM; 370,000 compounds, 1% hits; in the data active = activation above about 7.8%;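 also: 0% = vehicle wells and 100% = reference activator wells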
Starred values were filed as active, the others as inactive; . = not tested or not shown.

Sequence of screens – PG9 binder, hcDAF12 agonist, ssDAF-12 act, DAX1 inh-1, ADAM10 inh, ADAM17 inh, hgDAF12 agonist, GC-A act, GAA850 FXN act, DAX1 inh-2, SMARCA2 act
- CCOc1ccc(CCNC(=O)COC(=O)C2CC2)cc1OCC
  0.1, -0.1, -0.6, 0.5, -8, -2, -1.7, 1, 1.8, -0.2, -2
- CCc1nc2c(OCc3ccccc3)cccn2c1N(Cc1ccccc1)C(C)=O
  -2.8, -1.9, -1.1, ., -8, -3, -3.6, -1, -2.6, -0.1, -2
- CCOC(=O)[C@]12CCCCC/C=C\1N(Cc1ccc(OC)cc1)C(=O)[C@H]2CC(=O)NCCCOC
  ., -2.1, -1.7, ., 3, 1, -1.9, -3, ., 5.2*, 2
- COc1ccc(-c2cc(C(=O)OCC(=O)Nc3cc(C)on3)c3ccccc3n2)cc1OC
  -0.5, 1.8, -1.0, 1.5, -6, -3, -1.2, 3, 1.6, -0.1, 0
- Cc1nc(/C=C/c2ccccc2)cc(/C=C/c2ccccc2)n1
  -1.7, 1.2, -0.7, 1.9, -82, -23, 2.0, 0, 0.9, 0.9, -1
- N#Cc1ccccc1NC(=O)c1ccc2c(c1)OCCO2
  -1.4, 0.2, -0.4, 0.8, 13, -3, 7.7, 1, 3.9, 0.8, 1
- CCn1c(C(=O)O)c(CC(=O)NC2CCCCCC2)c2ccccc21
  -1.7, -0.5, 0.2, -1.5, -3, -4, 1.5, 3, 3.0, 0.0, 2
- Cc1nc2c(OCc3ccc(C(F)(F)F)cc3)cccn2c1N(C)Cc1cccs1
  1.1, -1.6, -1.1, ., -9, -1, 4.0, 0, -3.1, -1.1, -3
- CC1CCC(C(C)C)C(OC(=O)CSc2nccc(=O)[nH]2)C1 (configuration not stated)
  0.9, -1.4, -2.1, 1.0, 4, -5, -0.5, 3, -1.2, 0.5, 0
- CCCCNc1ncnc2[nH]ncc12
  -1.7, -0.8, -1.0, -1.0, -49, -15, -1.2, -3, 2.9, -0.1, -1
- Cc1sc2nc(C(C)C)nc(SCC(=O)N3CCN(C(=O)c4ccco4)CC3)c2c1C
  -2.3, -2.0, -2.1, -1.2, 1, -2, -5.0, -1, 1.1, -0.8, 0
- Cc1[nH]c(=O)[nH]c(=O)c1S(=O)(=O)N1CCCc2ccccc21
  0.1, 2.2, -0.2, 0.1, -8, -1, 2.3, 1, 0.2, 3.3, 1
- N#C/C(=C(/O)CN1CCN(c2ccccc2F)CC1)c1nc(-c2ccc(Cl)cc2)cs1
  0.6, -3.5, -1.7, 1.0, -1, 6, -0.2, -1, 1.2, -0.1, -2
- O=C(COc1ccccc1Br)N1CCN(c2ccccc2)CC1
  2.4, -0.9, -1.5, 0.4, 4, -3, 0.2, -6, 2.8, -0.2, -1
- Cc1ccc(-n2c(=O)[nH]c3c(C(N)=O)nc(C(C)C)nc32)cc1
  -2.3, -2.6, -1.0, -0.8, -25, -10, -3.8, -12, 1.5, -0.3, -1
- COc1ccccc1Nc1nc2ccccc2n2cnnc12
  -1.6, 2.6, -0.8, 1.1, 3, -1, 3.2, -1, 4.0, -0.2, 0
- CCOC(=O)c1ccc(N2Cc3ccccc3C2=NC(=O)c2ccncc2)cc1
  2.1, 0.5, -0.2, 0.8, -2, -4, 4.6, 0, 2.7, 1.6, 8
- O=C(OCC(O)COc1ccccc1)c1ccc([N+](=O)[O-])cc1 (configuration not stated)
  2.0, 0.2, -0.8, 0.6, -4, -3, 0.5, 4, -0.7, -0.1, -1
- Cc1cccc(S(=O)(=O)NC(=O)C2(C)CCN2C(=O)c2ccccc2)c1 (configuration not stated)
  2.1, -0.4, -1.0, ., -11, -3, -1.5, 2, -0.4, -0.6, -1
- Cc1cc(C[n+]2ccccc2)c2nsnc2c1
  2.6, -1.2, -1.9, -1.9, -144, -45, -4.7, 7, -0.6, -0.3, -4
- O=C(c1ccc(F)cc1)c1ccc(-c2ccc(F)cc2)nc1
  8.2, 0.2, -0.9, 1.4, -2, -3, 1.1, 0, 3.4, 0.1, 0
- Cc1c(NS(=O)(=O)c2ccc(NCC3CCCO3)c([N+](=O)[O-])c2)c(=O)n(-c2ccccc2)n1C (configuration not stated)
  0.2, -1.7, -1.4, -0.9, -6, -2, -2.6, 2, 0.7, -0.2, -3
- CCN(CCCNC(=O)CNC(=O)c1nn(-c2ccc(OC)cc2)c(=O)c2ccccc12)c1cccc(C)c1
  -0.8, -3.7, -1.0, -0.3, 10, 3, -0.9, -6, -2.8, -0.7, -2
- CC(C)N1CC(O)=C(c2nc3ccccc3[nH]2)C1=N
  1.2, -1.4, -1.5, 0.6, 0, -1, 5.1, 35, 5.2, 0.7, 1
- CCOC(=O)Cn1c2ccc(F)cc2c2nc(C)sc21
  1.1, -2.1, -1.4, 0.7, -14, -4, -3.0, 3, 1.4, -1.4, -3
- Cc1ccc(-c2nc(CN3CCCCC3c3cccc(F)c3)c(C)o2)o1 (configuration not stated)
  -0.2, 0.6, -2.0, 1.1, -4, -123, -0.7, 1, 1.6, 0.3, -3
- CCOCCOC(=O)COC(=O)c1ccccc1NC(=O)c1ccccc1
  0.5, -1.1, -0.8, 2.6, -9, -2, 2.5, 3, 0.1, -0.5, -2
- CC(C)=Cc1oc2ccc([N+](=O)[O-])cc2c1N1CCOCC1
  0.5, -1.1, -1.8, -0.6, 11, -1, -0.7, -3, 0.4, 0.4, 3
- C[C@H]1CCC2[C@](C)(CO)[C@@H](O)CC[C@]2(C)[C@@]12CCC(CO)(CCO)O2 (some centres not stated)
  -1.8, 0.3, -1.3, -0.3, 1, 1, -0.5, -4, 3.2, 0.0, 2
- Cc1ccccc1S(=O)(=O)N(C)C[C@H]1OCc2cn(nn2)CCCC(=O)N([C@@H](C)CO)C[C@@H]1C
  0.4, -0.4, -1.3, ., -16, -2, 2.2, -1, ., -0.8, -3
- C/C(=N\NS(=O)(=O)c1ccc(Cl)c([N+](=O)[O-])c1)c1cc2ccccc2o1
  -2.8, 1.9, -0.1, 0.6, 2, 0, 0.9, -1, 1.4, -0.1, 1
- Cc1sc[n+](CC(=O)c2ccc(Br)cc2)c1C
  1.3, 0.1, -0.8, 0.0, -4, -3, -2.1, 3, -1.0, -0.2, 1
- COc1cc(NC(=O)Cn2c(=O)n(CC3CCCO3)c(=O)c3ccccc32)cc(OC)c1 (configuration not stated)
  -1.1, -0.2, -1.3, 1.7, 0, -3, -0.8, -4, 0.7, 0.0, -3
- CN(C)S(=O)(=O)c1ccc(-n2cccc2)cc1
  0.9, 0.5, -1.4, -0.1, 9, -4, 0.2, 0, 3.1, -0.1, 0
- Cc1ccc(S(=O)(=O)NC(=O)COc2ccccc2)cc1
  0.5, -0.1, -0.8, 1.8, -3, -2, 4.8, -1, 0.7, -0.1, -2
- S=C(Nc1cccc(Cl)c1Cl)Nn1cnnc1
  0.0, -0.2, -0.8, -0.9, -6, -4, -0.6, 1, 1.7, -0.5, -5
- CCN(CC)CCNC(=O)c1cc(-c2cccnc2)nc2ccc(S(=O)(=O)N3CCC(C)CC3)cc12
  -0.1, -2.6, -1.1, 0.2, -7, -6, 1.7, 0, 1.8, -1.2, 2
- Cc1ccc(Cn2nnc3c(=O)n(CC(=O)NCc4ccc5c(c4)OCO5)cnc32)cc1
  -0.4, 1.3, -1.7, 2.4, -2, -4, -1.0, -3, 1.9, 0.1, -2
- O=C1OC(Cc2ccccn2)C(O)=C1C1=NCCCCN1 (configuration not stated)
  -1.0, 3.8, -0.6, 5.3*, 3, 0, 13*, 2, 3.8, 2.3, 7
- CC1CCN(C(=O)c2ccc(S(=O)(=O)N(C)C)cc2)C(C)C1 (configuration not stated)
  -4.2, -1.7, -0.9, -0.1, 0, -2, -1.4, 8, -2.1, -0.5, -2
- COc1ccc(S(=O)(=O)N2CCc3ccccc32)cc1C(=O)Nc1cc(S(C)(=O)=O)ccc1Cl
  -1.3, 2.7, -0.9, 0.1, 0, -2, 0.1, 0, 2.6, 0.0, -1
- CS(=O)(=O)N(CC(=O)NC1CCCCC1)Cc1ccc(F)cc1
  -0.5, -1.5, -0.1, 0.9, -3, -5, -0.6, 1, -2.4, 0.0, -5
- Cc1ccccc1CNC(=S)OC1CCC12CCC(c1ccccc1)CC2 (configuration not stated)
  ., 1.2, -1.3, ., -5, -3, -2.0, 1, ., -0.2, 2
- Cc1cc(C(=O)NC2CC(C)(C)Cc3c2cnn3-c2ccccc2)n(C)n1 (configuration not stated)
  -0.9, -0.9, -1.1, -0.2, 4, -2, -3.6, -1, 1.1, -1.2, -1
- Cc1cc(C)n(CC(=O)N/N=C/c2cccc([N+](=O)[O-])c2)n1
  -2.0, -2.3, -0.9, 0.5, -6, 1, 0.3, 2, 2.2, 0.2, -1
- O=C(CNC(=O)c1ccc(Br)cc1)N=Nc1c(O)[nH]c2ccc([N+](=O)[O-])cc12
  0.9, 0.7, -0.9, -0.3, -5, -2, -0.9, 3, 1.9, -0.1, -2
- O=C(Nc1ccc(F)cc1)c1ccc(-n2ccnc2)nc1
  -1.1, -1.0, -1.3, -1.0, -8, -4, -0.7, 2, -0.1, -0.6, -6
- O=C(CC1NCCNC1=O)Nc1ccc2c(c1)OCO2 (configuration not stated)
  0.8, -1.1, -1.2, -1.4, -1, -5, -0.7, 3, 1.0, -0.3, -1
- COc1cc(C(=O)Nc2scc(-c3ccc(Br)cc3)c2C(=O)O)cc(OC)c1OC
  -0.3, -0.7, -1.2, 0.0, 7, -1, -0.7, 2, -0.9, -0.7, 0
- COCC(=O)N(C)[C@H]1C[C@H]2c3cc(N4CCN(C)CC4)ccc3CCN2C(=O)[C@H]1[C@H](C)O
  -1.7, 0.6, -0.9, 1.0, -12, -2, 3.5, 3, 0.6, 0.6, -3
- CC1(C(=O)NCCc2ccccc2)Cc2c(-c3cccc(C(N)=O)c3)ccnc2O1 (configuration not stated)
  1.6, -1.2, -1.5, ., -14, -3, 2.9, -10, -5.9, -1.9, -4

Source: PubChem (several laboratories)
